esBAF inh: Bmi1 luciferase reporter increase in mESCs, primary screen, esBAF inhibitor project, mouse ES cells, Bmi1 luciferase knock-in, single point; 24 h; 100% = twice the neutral-well signal; reporter increase, % at 12.5 µM; actives 2% (n = 350,000); AID 602393, 2012; in the data active = activation above about 40%;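 note: 0% = median of the plate's neutral control wells and 100% = double that signal; a rise in the Bmi1 reporter signal indicates esBAF inhibition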
RAD52 inh: RAD52 DNA annealing inhibitors, primary screen, biochemical, FRET, single point, set 2; DNA repair protein RAD52 homolog (Homo sapiens), P43351; inhibition, % at 18.7 µM; recombinant RAD52 DNA annealing, FRET fluorescence; actives 0.46% (n = 360,000); AID 651710, 2012;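 active = every replicate showing at least 50% inhibition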
RAD54 inh: inhibitors of human RAD54 branch migration, primary screen, biochemical, fluorescence, single point. RAD54 Holliday junction branch migration, FAM/BHQ fluorescence. AID 602329, 2012. inhibition, % at 10.4 µM. actives 0.14% (n = 360,000);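 active = mean normalized replicate activity at least 40 and at least half of replicates scoring 40 or more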;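 note: 0% = median of neutral control wells and 100% = median of positive control wells; inhibitors cause a drop in the FAM fluorescence signal; in these data hits start at about 50%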
CASP6 VEID inh: human caspase-6 inhibitors, primary screen, biochemical, VEID-R110 fluorescence, single point, set 2. P55212. actives 0.53% (n = 350,000). inhibition, % at 12.5 µM. purified caspase-6, Z-VEID-R110 cleavage fluorescence;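 active = mean inhibition across replicates at least about 35%, with every replicate also reaching that limit, limit read from the data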;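 note: 0% = median of neutral control wells and 100% = no fluorescence left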
Target sequence (P55212 24-179 limits assumed): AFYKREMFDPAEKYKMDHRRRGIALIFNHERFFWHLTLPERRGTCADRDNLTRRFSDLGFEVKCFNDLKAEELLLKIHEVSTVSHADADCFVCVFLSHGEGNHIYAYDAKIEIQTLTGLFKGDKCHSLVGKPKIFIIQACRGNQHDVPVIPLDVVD
Target sequence (P55212 194-293 limits assumed): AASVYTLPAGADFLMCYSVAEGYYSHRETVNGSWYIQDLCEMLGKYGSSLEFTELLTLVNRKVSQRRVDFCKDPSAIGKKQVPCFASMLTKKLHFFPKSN
E-sel inducer: E-selectin induction in HUVECs, primary screen, imaging, HUVEC, immunofluorescence imaging, single point; P16581; normalized: neutral wells 0, TNF-alpha wells 100; activation, % at 7.58 µM; actives 0.37% (n = 260,000); AID 686992, 2013;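 active = mean E-selectin-positive cell signal at least 10% of the positive control, reached in at least 60% of replicates, without over 20% cell loss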;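 note: in these data hits start at about 27%; measured in HUVEC primary endothelial cells; signal is the percent of cells scored E-selectin positive by PE staining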
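Material: HUVEC primary endothelial cells; Amount: 3,000 cells per well; Dosing: single concentration; Medium: EGM-2 growth medium on 0.1% gelatin-coated wells; Read-out basis: percent E-selectin-positive cells; Signal: immunofluorescence imaging; Control set: TNF-alpha, DMSO.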
ARNT TACC3 PPI: disruptors of ARNT/TACC3 protein interaction, primary screen, biochemical, AlphaScreen, single concentration; Transforming acidic coiled-coil-containing protein 3 (Homo sapiens), Q9Y6A5; inhibition, % at 9.99 µM; actives 0.66% (n = 390,000); AlphaScreen His-ARNT PAS-B/GST-TACC3 binding, luminescence; TACC3 fragment carries E629A point mutation; AID 623870, 2012;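 active = mean inhibition of replicates at least 50% and at least half of replicates each reaching 50%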;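 note: 0% = complete ARNT plus TACC3 wells and 100% = ARNT alone without TACC3; many hits fall short of the cut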
ERp5 inh: inhibitors of ERp5-driven insulin aggregation, primary screen, biochemical, turbidity, absorbance 650 nm, single point; AID 651711, 2012; actives 0.05% (n = 350,000); inhibition, % at 9.99 µM; 90 min;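 active = mean replicate inhibition above about 25%, with every replicate also reaching it, limit read from the data, passing the limit was not always enough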
Target sequence (Q15084 whole entry, looked up): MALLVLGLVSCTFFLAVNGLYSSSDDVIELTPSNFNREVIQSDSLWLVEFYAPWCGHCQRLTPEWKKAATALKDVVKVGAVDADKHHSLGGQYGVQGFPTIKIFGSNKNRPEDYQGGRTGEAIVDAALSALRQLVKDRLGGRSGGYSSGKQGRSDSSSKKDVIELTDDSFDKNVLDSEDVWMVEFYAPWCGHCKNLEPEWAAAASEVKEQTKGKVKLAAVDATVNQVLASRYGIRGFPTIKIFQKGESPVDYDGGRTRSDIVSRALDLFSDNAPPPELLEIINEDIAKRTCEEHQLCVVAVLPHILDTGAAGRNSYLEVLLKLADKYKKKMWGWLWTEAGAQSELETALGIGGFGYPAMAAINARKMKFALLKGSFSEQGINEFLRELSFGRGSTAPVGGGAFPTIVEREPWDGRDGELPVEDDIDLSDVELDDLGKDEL
PglD inh: C. jejuni PglD acetyltransferase inhibitors, primary screen, biochemical, DTNB colorimetric, single point. UDP-N-acetylbacillosamine N-acetyltransferase PglD (Campylobacter jejuni). purified PglD enzyme, DTNB colorimetric CoA detection. inhibition, % at 12.5 µM. actives 0.098% (n = 360,000). AID 602405, 2012; in the data active = inhibition above about 16%, passing the limit was not always enough; note: strong numbers were not always called active
* marks the source's active call; other numbers are inactive results; · = no result given.

SMILES | esBAF inh | RAD52 inh | RAD54 inh | CASP6 VEID inh | E-sel inducer | ARNT TACC3 PPI | ERp5 inh | PglD inh
Cc1cc(C(=O)Nc2ccc3c(c2)C(=O)N(C)[C@@H]2CC[C@@H](CC(=O)O)O[C@@H]2CO3)no1 | -1.6 | · | 0.3 | · | -0.1 | -3.5 | · | 1.0
C/C(=N\Nc1cccc(C(F)(F)F)c1)c1ccc(O)cc1 | 16.7 | 2.0 | -3.6 | 2.8 | 0.1 | 6.6 | 4.3 | 3.1
COC(=O)NNC(=O)COc1ccc2ccccc2c1Br | 0.0 | -18.2 | 9.9 | 0.1 | -2.9 | 0.7 | 4.6 | -4.3
Nc1ccccc1C(=O)N/N=C1\C2CN3CCN(C2)CC1(c1ccccc1)C3 | · | · | -6.4 | · | 3.0 | 5.4 | · | -3.1
CCOc1ccc(C(=O)NCC(=O)Nc2ncccc2C)cc1OCC | 4.7 | -5.8 | -6.6 | -0.6 | · | -5.0 | 6.0 | -2.4
Cc1ccc(SCCN2C(=O)NC(C)(C)C2=O)cc1 | 8.2 | -10.6 | 1.2 | 2.4 | · | -0.6 | -7.9 | 3.0
COc1ccc(NC(=O)Nc2ccc3c(c2)C(=O)N([C@H](C)CO)C[C@H](C)[C@H](CN(C)Cc2ccncc2)OCCCC[C@H](C)O3)cc1 | -2.5 | 7.6 | -3.3 | -0.7 | 0.6 | 6.0 | -9.9 | -1.1
O=C(CC1CC1)N[C@@H]1CC[C@H](CCNS(=O)(=O)c2ccc(Cl)cc2)O[C@H]1CO | 1.9 | -11.5 | 6.0 | 0.7 | 0.2 | -6.2 | -1.1 | 3.7
c1ccc2c(c1)CCN(c1nc3cc4c(cc3s1)OCCO4)C2 | -70.6 | · | 1.6 | · | · | 16.3 | · | 4.0
CCN(Cc1ccncc1)C(=O)c1cc(COc2ccc(OC)cc2Cl)on1 | 71.9* | -18.2 | 2.4 | 1.0 | 0.0 | -2.2 | -5.0 | 3.1
COc1ccc(C(=O)N2CCc3cc(OC)c(OC)cc3C2c2ccc(OC)c(OC)c2)cc1OC (centres undefined) | 7.1 | -11.6 | 1.3 | -1.1 | 0.1 | -11.2 | 0.0 | 1.9
O=C1C=CC(=O)N1c1ccc(Nc2ccccc2)cc1 | -1.8 | -8.5 | -4.9 | -1.6 | · | 0.8 | -1.2 | 5.3
CS(=O)(=O)N1CCCCC1c1cc(C(=O)NCc2ccc(Cl)c(Cl)c2)no1 (centres undefined) | -2.3 | -9.2 | -4.3 | -1.6 | -0.7 | · | -12.7 | -3.2
C[C@H]1CN([C@@H](C)CO)S(=O)(=O)c2ccc(C#CCN(C)C)cc2O[C@H]1CN(C)S(C)(=O)=O | -3.3 | -0.6 | -8.4 | 1.3 | -0.2 | 18.4 | 2.3 | 0.0
Cc1cccc2sc(NC(=O)CSc3cn[nH]n3)nc12 | 7.1 | -8.8 | 9.1 | -6.4 | 0.2 | · | -0.7 | 6.8
CCN(CC)CCN(C(=O)C1=COCCO1)c1nc2ccc(C)cc2s1 | -4.4 | 18.5 | 13.7 | -12.0 | · | -6.8 | 0.3 | -0.8
O=C(Cn1cncn1)NCc1cccc(OC(F)F)c1 | · | -15.3 | · | -3.2 | 2.0 | · | -14.4 | ·
S=c1[nH]nc(-c2ccc(Cl)cc2Cl)n1Cc1ccccc1 | · | -6.1 | · | 2.5 | 1.3 | 3.3 | -1.1 | ·
CCOC(=O)c1c(-c2ccc(OC)cc2)csc1NC(=O)CNCc1ccco1 | -3.9 | -65.3 | -4.6 | 4.2 | · | -2.5 | 4.9 | 3.0
CCCCOc1ccc(C(=O)NCC(=O)NCCOc2ccccc2OC)cc1 | -1.9 | -6.3 | 4.5 | 2.3 | 1.0 | -6.4 | 5.6 | -0.1
C[C@@H]1CN([C@@H](C)CO)C(=O)c2cccc(NS(=O)(=O)c3ccc(F)cc3)c2O[C@@H]1CN(C)Cc1ccccc1 | -1.3 | 3.3 | -3.6 | 2.6 | -0.2 | 1.1 | -4.1 | 2.5
Cc1ccc(N(CC(=O)NC(C)C)C(=O)CCC(=O)Nc2ccccn2)c(C)c1 | -3.1 | -6.7 | -2.3 | 0.5 | 0.5 | · | 0.3 | -1.1
CC(=O)Oc1ccc2ccccc2c1C(NC(=O)Cc1ccccc1)c1ccccc1Cl (centres undefined) | -2.7 | · | -1.7 | · | · | 1.3 | · | -5.1
COc1ccc(C(=O)N/C(=C\c2cn(C)c3ccccc23)C(=O)N2CCN(C)CC2)cc1 | -4.9 | -27.3 | 10.3 | -1.5 | -0.3 | 8.7 | -5.9 | -11.3
CC1=C(C(=O)OC(C)C)C(c2cccs2)n2ncnc2N1 (centres undefined) | -6.1 | -5.3 | 4.5 | -1.2 | -0.6 | -3.3 | 0.0 | -0.7

Fetched one by one from the list above:
SMILES | esBAF inh | RAD52 inh | RAD54 inh | CASP6 VEID inh | E-sel inducer | ARNT TACC3 PPI | ERp5 inh | PglD inh
COC(=O)NNC(=O)COc1ccc2ccccc2c1Br | 0.0 | -18.2 | 9.9 | 0.1 | -2.9 | 0.7 | 4.6 | -4.3
O=C(Cn1cncn1)NCc1cccc(OC(F)F)c1 | · | -15.3 | · | -3.2 | 2.0 | · | -14.4 | ·

Further entries follow.
SMILES | esBAF inh | RAD52 inh | RAD54 inh | CASP6 VEID inh | E-sel inducer | ARNT TACC3 PPI | ERp5 inh | PglD inh
CCOC(=O)C(NC(=O)c1ccc(Cl)cc1Cl)(Nc1ccc(C)cc1)C(F)(F)F (centres undefined) | 6.0 | · | -2.1 | · | · | -4.0 | · | -0.9
O=C(CCCc1ccccc1)N=C1SC2CS(=O)(=O)CC2N1c1ccccc1 (centres undefined) | 13.0 | 6.4 | -6.6 | -0.4 | · | -10.8 | -0.6 | -4.5
Cc1ccccc1S(=O)(=O)N1C[C@H](O)COC[C@H]2O[C@H](CC(=O)NCc3ccccc3Cl)CC[C@@H]21 | 1.1 | 5.8 | 2.4 | -0.2 | 0.2 | -5.2 | 1.3 | -0.7
Cc1cc(-c2ccccc2)nc2oc(C(=O)NN)c(N)c12 | · | -0.6 | 1.1 | -0.9 | 10.6 | -18.2 | 2.1 | 0.6
CC(C)NC(=O)N(C)C[C@@H]1OCCCC[C@H](C)Oc2ccc(NS(=O)(=O)c3ccc(F)cc3)cc2C(=O)N([C@@H](C)CO)C[C@@H]1C | -4.3 | 14.5 | 2.0 | 0.3 | -0.1 | -6.6 | 0.2 | -0.5
Cc1ccc(C)c(N2CCN(C(=O)CCS(=O)(=O)c3ccc4c(c3)NC(=O)CO4)CC2)c1 | 0.1 | -0.8 | 1.4 | 70.6* | · | 6.5 | 0.6 | -4.4
O=C1NNC(=O)C1c1ccccc1 | -0.7 | -21.5 | -15.4 | 0.0 | 0.9 | 8.2 | 3.9 | -1.3
COc1cc2c(cc1OC)C(c1ccccc1N)=NCC2 | · | 61.3* | 25.9 | 0.4 | 0.0 | -8.6 | -2.4 | -1.8
O=C(CSc1nc2ccc(Cl)cc2[nH]1)NCCc1ccc(Cl)cc1 | 0.5 | -12.0 | -6.9 | 3.3 | · | -12.4 | -2.9 | -2.4
CSCC(C)N1CCC(n2nccc2NC(=O)CCCc2ccccc2)CC1 (centres undefined) | -2.2 | -246.3 | -30.8 | -5.0 | · | 5.5 | 3.6 | -1.5
Cc1cc(Nc2cc(F)c(F)c(F)c2)cc(=O)n1-c1cc(F)c(F)c(F)c1 | · | -58.0 | · | -1.9 | 1.7 | · | 0.9 | ·
COc1ccc(-n2c(SCC(=O)Nc3ccc4c(c3)OCO4)nc3c(c2=O)SCC3)cc1 | -2.1 | -7.5 | 2.4 | 0.7 | 0.0 | 1.4 | -1.2 | -1.6
NC(=O)C1CCN(C(=O)CCSc2ccc(Cl)cc2)CC1 | 12.6 | -3.9 | -1.6 | 10.1 | · | -3.9 | -3.0 | 7.0
CC1(C)CC(c2nc(-c3ccc(Cl)cc3)cs2)CCS1 (centres undefined) | 15.8 | · | -15.9 | · | · | -25.4 | · | -1.3
CCCC(NS(=O)(=O)c1ccc(Br)cc1)C(=O)O (centres undefined) | -10.4 | · | -5.9 | · | · | -2.2 | · | 2.5
C/C(=N/NS(=O)(=O)c1ccccc1)c1c[nH]c2ccccc12 | -4.4 | -10.2 | -2.9 | 1.4 | 0.0 | 3.2 | -13.7 | 0.4
Cc1ccc(S(=O)(=O)N2C[C@H](O)COC[C@H]3O[C@@H](CC(=O)N[C@H]4CCN(Cc5ccccc5)C4)CC[C@@H]32)cc1 | 3.3 | 16.5 | -4.2 | -3.6 | 0.1 | 12.6 | 6.8 | 1.6
O=C(O)c1ccc([N+](=O)[O-])cc1 | -4.1 | -0.2 | -2.0 | -6.5 | -1.3 | 7.7 | 0.4 | -0.1
Cc1ccc(-c2nc3cccnc3s2)cc1NC(=O)C1c2ccccc2Oc2ccccc21 | 38.3 | -26.2 | -0.6 | -1.8 | -0.1 | -1.6 | -1.5 | -1.7
CC(C)N1CCC(N2CCN(Cc3ccc(Oc4ncccn4)cc3)CC2CCO)CC1 (centres undefined) | · | -8.5 | -1.1 | -22.6 | 4.8 | -5.0 | 5.5 | 7.2
Cc1cc(C(=O)N/N=C/c2ccc(O)c(O)c2O)c(C)n1-c1ccccc1 | · | -3.2 | · | 19.1 | -1.2 | 41.4 | -4.4 | ·
CN1Cc2c(N3CCOCC3)nc(SCCC#N)c(C#N)c2CC1(C)C | · | -14.3 | 1.3 | -0.8 | 2.0 | 1.5 | 0.5 | 4.7
C[C@@H]1CN([C@H](C)CO)C(=O)c2cccc(NC(=O)Nc3ccc(F)cc3)c2O[C@@H]1CN(C)Cc1ccc(C(=O)O)cc1 | 3.9 | -11.3 | 7.7 | 0.6 | -0.1 | 0.1 | 1.8 | 0.8
Cc1ccc(C)c(NC(=O)c2cc3ccccc3o2)c1 | 74.0* | 12.2 | 4.4 | 26.6 | · | 23.6 | 2.0 | 6.2
COc1ccc(NC(=O)N(C)C[C@@H]2Oc3ccc(NS(C)(=O)=O)cc3CC(=O)N([C@@H](C)CO)C[C@@H]2C)cc1 | 3.7 | 5.1 | 4.1 | -3.8 | 0.1 | -10.9 | 5.4 | -6.0
SMILES | esBAF inh | RAD52 inh | RAD54 inh | CASP6 VEID inh | E-sel inducer | ARNT TACC3 PPI | ERp5 inh | PglD inh
CCN(CC)CCN1C(=O)c2ccccc2NC1c1ccc(C)cc1 (centres undefined) | 6.5 | · | 9.4 | · | · | 6.3 | · | 1.8
CCc1nccn1CCC(=O)NC1CC(C)(C)Cc2c1cnn2-c1ccc(C)cc1 (centres undefined) | 4.5 | 5.1 | -7.8 | -4.4 | · | -3.7 | 3.7 | 1.7
CCN(CC)C(c1ccc(F)cc1)c1nnnn1C1CCCCC1 (centres undefined) | -5.2 | · | 1.4 | · | -1.1 | -5.0 | · | 2.6
COc1ccc(CN=C2Nc3ccccc3CS2)cc1 | 61.0* | -5.9 | 7.1 | -0.7 | · | -0.5 | 4.2 | 0.5
COc1ccc(NC2CCCN(C(=O)CCCn3cncn3)C2)cc1OC (centres undefined) | -5.4 | -3.4 | 0.8 | 3.3 | 1.5 | 7.7 | 6.3 | 3.4
ON=C1/C(=N\O)CC2(C/C1=N/O)OCCO2 | -1.6 | -21.2 | -0.4 | 4.5 | · | 59.0* | 6.8 | 2.4
CC=Cc1ccc2n(c1=O)C[C@@H]1[C@@H](CO)[C@H](C(=O)NCCc3ccccc3)[C@H]2N1C (mixture of isomers) | 2.5 | -3.6 | 16.4 | -2.6 | -0.3 | -14.4 | 4.7 | -2.4
C/C(CCc1ccco1)=N/NC(=O)CCC(=O)Nc1cccc(Cl)c1 | -11.3 | · | 4.4 | · | · | -3.1 | · | 4.3

Source: PubChem (Broad Institute)
